tim23-1 inh: inhibits growth of tim23-1 mutant yeast; S. cerevisiae tim23-1 growth, BacTiter-Glo luminescence, 24 h; inhibition, % at 20 µM; 330,000 compounds, 1.3% hits;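 active = growth inhibition of the mutant yeast at or above 50%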;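 note: temperature-sensitive mutant grown at 25 °C; plate controls were DMSO-treated mutant yeast for no effect and medium wells lacking yeast for full effect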
UPR XBP1 act: activators of adaptive arm of unfolded protein response (XBP1). CHO-XBP1 luciferase reporter, IRE1-XBP1 UPR activation, luminescence; percent of tunicamycin response, DMSO as zero. activation, % at 20 µM. 330,000 compounds, 0.33% hits. AID 463104;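 active = versus positive control, 20 µM dose yields 30% or more activation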;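 note: 100% = tunicamycin at 10 µg/mL and 0% = DMSO only wells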
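Assay system: IRE1-XBP1 luciferase reporter CHO line. Input: 1000 cells/well. Buffer or medium: F12 with 10% serum. Doses: 20 µM, 1% DMSO. Times: overnight seeding at 37 °C, 6 h compound treatment at 37 °C. Technique: Steady-Glo luciferase glow luminescence, 10 min after reagent addition.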
APJ antag: blocks the human apelin receptor APJ | 330,000 compounds, 0.32% hits | AID 2521 | inhibition, % at 20 µM | CHO-K1 APJ beta-arrestin complementation, luminescence;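 active = inhibition above about 40% at 20 µM, limit read from the data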;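 note: cells challenged with 10 nM apelin-13 agonist together with compound; plate controls were apelin-13 plus DMSO wells for no effect and DMSO wells lacking apelin-13 for full effect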
Target sequence (P35414 whole entry, looked up): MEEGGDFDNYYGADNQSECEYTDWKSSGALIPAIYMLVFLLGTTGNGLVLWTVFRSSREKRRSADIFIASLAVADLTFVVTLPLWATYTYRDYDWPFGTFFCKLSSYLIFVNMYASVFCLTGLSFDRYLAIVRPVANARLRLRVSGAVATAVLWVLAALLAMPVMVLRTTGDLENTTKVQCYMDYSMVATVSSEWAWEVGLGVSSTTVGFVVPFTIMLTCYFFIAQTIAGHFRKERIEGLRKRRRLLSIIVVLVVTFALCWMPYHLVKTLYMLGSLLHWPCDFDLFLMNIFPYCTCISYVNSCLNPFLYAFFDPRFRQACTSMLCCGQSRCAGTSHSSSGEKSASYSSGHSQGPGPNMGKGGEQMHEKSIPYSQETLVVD
APJ ag: APJ receptor agonism. AID 2520. activation, % at 20 µM. CHO-K1 APJ PathHunter beta-arrestin, luminescence; 0% DMSO wells, 100% apelin. 330,000 compounds, 0.11% hits;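 active = activation more than six SD over the plate average, tested at 20 µM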;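 note: 0% = DMSO alone and 100% = apelin-13 at 10 nM; some results filed as inactive read as strong as hits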
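Test system: CHO-K1 APJ beta-arrestin complementation cell line. Amount: cell density 1000 per well. Controls: DMSO negative, 10 nM Apelin-13 positive. Signal: luminescent beta-gal fragment complementation, chemiluminescent substrate. Read-out basis: agonist-driven arrestin binding to APJ. Timing: compound stimulation 90 min at 25 °C, detection 60 min.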
TIM10 inh: growth inhibitors of TIM10 yeast strain | S. cerevisiae TIM10 strain growth, BacTiter-Glo luminescence, 24 h | inhibition, % at 10 µM | 330,000 compounds, 1.4% hits;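 active = inhibition of 40% or more at the single tested concentration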;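 note: wild-type TIM10 isogenic control strain grown at permissive 25 °C; 0% = DMSO yeast wells and 100% = minimal medium wells without yeast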
Mdm2 MdmX PPI: human Mdm2/MdmX binding inhibition; 330,000 compounds, 3% hits; SaOS-2 split-luciferase Mdm2/MdmX complementation, luminescence; AID 485346; inhibition, % at 8 µM; O15151+Q00987;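 active = inhibition of at least 50% at 8 µM in the primary screen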
CXCR6 block: CXCR6 (human) receptor inhibition. O00574. CHO-K1 PathHunter CXCR6 beta-arrestin, luminescence. inhibition, % at 20 µM. 360,000 compounds, 0.36% hits. AID 602244; in the data active = inhibition above about 34%, passing the limit was not always enough;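 note: antagonist mode with CXCL16 agonist at 10 nM final; 0% = 10 nM CXCL16 with DMSO and 100% = unstimulated wells without agonist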
Target sequence (O00574 whole entry, looked up): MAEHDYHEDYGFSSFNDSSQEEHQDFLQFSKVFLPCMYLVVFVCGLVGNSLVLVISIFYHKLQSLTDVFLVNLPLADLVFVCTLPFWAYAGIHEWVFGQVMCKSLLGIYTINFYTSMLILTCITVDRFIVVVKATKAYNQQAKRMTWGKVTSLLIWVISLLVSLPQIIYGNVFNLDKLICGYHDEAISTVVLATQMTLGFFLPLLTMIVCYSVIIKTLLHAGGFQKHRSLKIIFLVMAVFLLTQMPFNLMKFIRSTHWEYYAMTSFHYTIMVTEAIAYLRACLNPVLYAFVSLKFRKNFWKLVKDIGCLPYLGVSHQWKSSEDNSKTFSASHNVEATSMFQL
tim10-1 inh: tim10-1 yeast growth inhibition. S. cerevisiae tim10-1 ts strain growth, BacTiter-Glo, 24 h. inhibition, % at 20 µM. 330,000 compounds, 2.2% hits. AID 463190;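 active = inhibition of at least 40%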;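 note: mutant grown at 25 °C; 0% = DMSO wells with yeast and 100% = wells holding no yeast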
UPR CHOP act: apoptotic UPR (CHOP) activation; activation, % at 10 µM; AID 449763; CHO-CHOP luciferase reporter, luminescence; percent of tunicamycin response over DMSO baseline; 330,000 compounds, 0.34% hits;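 active = at 10 µM dose, activation of 40% or more, normalized to positive control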;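 note: 100% = tunicamycin at 10 µg/mL and 0% = DMSO alone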
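assay system = CHO CHOP reporter cells | amount = 500 CHO-CHOP cells per well | buffer or medium = F12 with 10% FBS | incubation = 16-18 h cell attachment, then 6 h compound exposure, 37 °C | detection = luminescence read with Steady-Glo | read-out = percent activation relative to tunicamycin control | controls = tunicamycin high control, DMSO low control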
Starred values were filed as active, the others as inactive; nt = not tested or not shown. This is a subset; count on the stated rates, not on these rows.

| Compound | UPR XBP1 act | APJ antag | TIM10 inh | CXCR6 block | Mdm2 MdmX PPI | tim10-1 inh | tim23-1 inh | APJ ag | UPR CHOP act |
| --- | --- | --- | --- | --- | --- | --- | --- | --- | --- |
| CCn1cc(CN(C)S(=O)(=O)c2cccc([N+](=O)[O-])c2)cn1 | 0 | -15 | 10 | -3 | 27 | 5 | -3 | -2 | 2.0 |
| CCOC(=O)c1ccc(-c2ccc3c(c2)CCC3)nc1C | -1 | 3 | 13 | -5 | -130 | 17 | 15 | 1 | 6.3 |
| CN1C(=O)CSc2ccc(NC(=O)NCCC3=CCCCC3)cc21 | -1 | 6 | 6 | -6 | 35 | -1 | 11 | -5 | 1.2 |
| Cc1ccc(-n2c(-c3ccncc3)nnc2-c2cccs2)cc1 | 0 | 19 | -21 | 7 | -10 | 33 | 32 | -4 | -3.3 |
| CC1=C(C(=O)Nc2ccccc2C(=O)NC2CCC(C)CC2)SCCO1 (stereo unspecified) | 6 | 21 | -1 | 5 | 11 | 13 | 11 | 2 | 2.1 |
| O=C(NC1CCSc2ccccc21)c1ccc(F)c(S(=O)(=O)N2CCOCC2)c1 (stereo unspecified) | -3 | 1 | 5 | -1 | -11 | 26 | 14 | -5 | -1.1 |
| Cc1cccc(C(=O)Oc2ccc(/C=N/NC(=O)c3ccc(O)cc3)cc2)c1 | 7 | -39 | 13 | -2 | 15 | 14 | 8 | 12 | 3.6 |
| O=C(CCC(=O)OCC(=O)c1ccc(C(F)(F)F)cc1)OCC(=O)c1ccc(C(F)(F)F)cc1 | 3 | -12 | -16 | 2 | 31 | -9 | -6 | -1 | -0.2 |
| CCCCOC(=O)Nc1nnc(CCOCC)s1 | 1 | -11 | 8 | 0 | 11 | 3 | 6 | 1 | -0.4 |
| CCn1c(=O)c(NC(=O)c2ccccc2)c2n(c1=S)CCCCC2 | -4 | 2 | -1 | -26 | 22 | 13 | 22 | -4 | -0.5 |
| Cc1cc(NC(=O)c2ccco2)ncc1NC(=O)Cc1ccccc1 | -1 | -4 | -2 | 2 | 2 | 10 | 4 | 1 | 2.8 |
| COc1ccc(N2CCN(C(=O)c3cccc(NC4=NC5CS(=O)(=O)CC5S4)c3)CC2)cc1 (stereo unspecified) | -4 | 10 | 12 | -2 | -1 | 17 | 2 | 1 | -0.3 |
| COc1cccc(OC)c1C(=O)Nc1cccc(-n2cnnn2)c1 | -2 | 9 | 4 | -2 | 25 | -8 | 1 | -4 | -1.1 |
| N#Cc1c(NC(=O)CSc2ncn(-c3ccccc3)n2)sc2c1CCCC2 | -2 | 6 | 30 | 4 | 15 | 18 | 4 | 0 | 0.4 |
| COc1cccc(C(=O)COC(=O)C2CC(=O)N(c3ccc(Oc4ccccc4OC)cc3)C2)c1 (stereo unspecified) | -4 | 10 | 18 | -3 | -11 | 23 | 33 | -4 | -0.6 |
| Cc1ccc(-c2nnc(NCCCO)c3ccccc23)cc1 | -1 | 9 | 6 | 7 | -10 | 0 | 5 | -2 | -2.2 |
| Cc1cc(C)n(-c2nc(C)nc(NCc3ccccc3)n2)n1 | 1 | -7 | -5 | -5 | 13 | 23 | 22 | 2 | 0.8 |
| COc1ccc(/C(C)=N/OC/C(O)=C(\C#N)c2nc3ccccc3[nH]2)cc1 | -1 | 21 | -33 | 2 | 24 | 16 | -31 | -2 | 0.6 |
| CC(C)=CCc1c(O)cc2c(=O)c3ccc(O)cc3oc2c1O | 18 | -16 | 30 | 2 | -57 | 18 | 46 | -5 | 6.1 |
| CC1CCCN(CCCNC(=O)C2CC(=O)N(c3ccc(F)c(Cl)c3)C2)C1 (stereo unspecified) | -1 | -2 | -3 | 5 | 17 | 4 | 14 | 0 | -1.3 |
| Nc1cccc2nsnc12 | 4 | -35 | 16 | 0 | -15 | 24 | 6 | 4 | 2.2 |
| COc1ccc(S(=O)(=O)N2CCOCC2)cc1NC(=O)Cc1c(Cl)cccc1Cl | 0 | -18 | -4 | 14 | -1 | 13 | 7 | 0 | 2.2 |
| O=C(CCl)N(CCCNC(=O)C(F)(F)F)c1ccc([N+](=O)[O-])cc1 | 3 | -1 | 25 | -2 | 93* | 13 | 38 | -3 | 30 |
| CCC(C(=O)NCCCc1ccccc1)n1nc(C)c2c(C)n(-c3ccccc3)nc2c1=O (stereo unspecified) | -4 | 23 | 6 | 6 | 35 | 17 | -2 | -1 | -2.3 |
| CC(=O)Nc1ccc(S(=O)(=O)NC(CC(=O)NCCC2=CCCCC2)C(C)C)cc1 (stereo unspecified) | -1 | 0 | -7 | 2 | 4 | -12 | -5 | -3 | 2.2 |
| CN(c1ccc(C(=O)N2CCN(c3ccccc3F)CC2)cc1)S(=O)(=O)c1ccccc1 | 0 | 8 | -24 | 10 | 14 | -15 | 14 | -4 | -0.8 |
| CCOC(=O)c1sc(NC(=O)CSc2nncs2)c(C(=O)OCC)c1C | 3 | 2 | -29 | 10 | 4 | -7 | 16 | -1 | 3.4 |
| CC(=O)NC(Cc1cccc(F)c1)C(=O)NC1CCN(C(=O)Nc2ccccc2)CC1 (stereo unspecified) | 1 | 9 | -1 | 17 | -5 | -11 | 5 | 2 | -0.3 |
| Cc1ccc(OCC(=O)NNC(=O)Cc2ccc(S(=O)(=O)N3CCOCC3)s2)cc1 | 1 | -62 | 10 | 0 | -25 | 17 | 17 | 2 | 0.3 |
| CC1(C)CC(=O)C2=C(C1)c1c(ccc3ccccc13)NC2c1ccc(Br)o1 (stereo unspecified) | 4 | 8 | 30 | 19 | 12 | 18 | -7 | -2 | 4.4 |
| O=C(C1CCCO1)N1CCN(Cc2c(O)ccc3ccccc23)CC1 (stereo unspecified) | -2 | -9 | 5 | 7 | 12 | 10 | 16 | 4 | 2.2 |
| Cc1ccc(C2=N/C(=C\N(C)C)C(=O)O2)cc1 | 5 | -11 | -3 | -6 | -25 | 15 | 21 | -5 | 3.2 |
| CCc1nc(SCC(=O)N2CCCc3ccccc32)c2oc3ccccc3c2n1 | 8 | -3 | 21 | 13 | 7 | 14 | 27 | 1 | 0.2 |
| CC1CCN(C(=O)c2ccccc2NC(=O)Nc2ccccc2)CC1 | -6 | 1 | 0 | 6 | 18 | 9 | 17 | -2 | 1.7 |
| Cc1ccc(O)c(C(=O)CC(=O)c2cccc(F)c2)c1 | 1 | -6 | 6 | 17 | 14 | -2 | 17 | 2 | 23 |
| CC(C)CCOc1ccc(C(=O)NCC(c2ccco2)N(C)C)cc1 (stereo unspecified) | -1 | -1 | 20 | -7 | 5 | 16 | 13 | -1 | 2.8 |
| CC1(C)CC[C@]2(C(=O)O)CC[C@]3(C)C(=CCC4[C@@]5(C)CC[C@H](O)C(C)(C)C5[C@H](O)C[C@]43C)[C@@H]2C1 (stereo partly specified) | 0 | -62 | 7 | nt | 6 | 33 | 34 | -1 | 1.6 |
| CC(=O)N1c2c(ccc3ccccc23)C(C)CC12CCCCC2 (stereo unspecified) | -3 | 26 | 23 | 5 | -20 | 18 | 29 | 0 | 1.1 |
| O=C(CN1C(=O)COc2ccccc21)NC1CCCC1 | -1 | -9 | -16 | -4 | 17 | -11 | 1 | 0 | -2.6 |
| COc1ccc(O)c(C2=Nc3ccccc3N=C(c3ccco3)C2)c1 | 14 | -15 | 7 | 2 | 7 | 8 | -13 | -2 | 0.1 |
| Cc1ccc(N2C(=O)c3cccc4c(C(=O)O)ccc(c34)C2=O)cc1 | -1 | 26 | 4 | nt | -5 | 0 | -11 | -2 | 2.1 |
| N#CC1=C(SCC(=O)NCc2ccccc2)NC(=O)CC1c1ccco1 (stereo unspecified) | 1 | 15 | 12 | 1 | -1 | 11 | 13 | 8 | -1.5 |
| COc1ccc(C2C(C#N)=C(N)Oc3n[nH]c(C)c32)cc1Cn1cc([N+](=O)[O-])cn1 (stereo unspecified) | -1 | 5 | -7 | 14 | 0 | 4 | 4 | -1 | -0.2 |
| CCc1c(C)nc2ncnn2c1Nc1ccc(C)cc1 | 2 | 0 | -7 | 10 | 13 | 2 | 6 | -1 | 2.7 |
| COc1c(S(=O)(=O)Nc2cccnc2)ccc(Cl)c1Cl | -2 | -29 | -23 | 3 | -8 | 9 | 10 | -4 | -0.9 |
| CC(=O)c1c[nH]c(C(=O)NCc2ccccc2Cl)c1 | 3 | 0 | 12 | -6 | 2 | -9 | 15 | -2 | -1.2 |
| COc1cc(C2C(C#N)=C(N)Oc3cc4c(cc32)OCO4)cc(OC)c1OC (stereo unspecified) | 9 | -29 | -19 | 2 | 81* | -3 | -7 | 0 | 1.4 |
| CC(=O)c1cccc(S(=O)(=O)N2CCCC(c3nc4c(nnn4Cc4cccc(Cl)c4)c(=O)[nH]3)C2)c1 (stereo unspecified) | -3 | -20 | 4 | -4 | 16 | 5 | 7 | -1 | 0.2 |
| COc1ccc(C(O)P(=O)(OCC(C)C)OCC(C)C)c(OC)c1 (stereo unspecified) | -4 | -2 | 7 | 8 | 7 | 13 | 18 | -3 | -0.3 |
| COc1ccccc1N1CCN(C(=O)CSc2nnc3c4ccccc4n(CC(=O)O)c3n2)CC1 | 0 | -4 | 14 | 0 | -10 | 29 | 7 | 2 | 0.1 |
| FC(F)(F)c1cccc(-c2ccc(/C=N/Nc3nncc(-c4ccccc4)n3)o2)c1 | 5 | -23 | 13 | -7 | 38 | 7 | -1 | -3 | 1.0 |
| O=C(CN1C(=O)NC2(CCCC2)C1=O)Nc1cccc(Cl)c1 | -5 | 4 | 4 | -4 | 1 | -4 | 6 | -2 | 0.4 |
| COc1ccccc1NS(=O)(=O)c1cccc(NC(=O)NC2CCCCC2)c1 | -2 | -14 | -10 | 12 | 7 | 10 | 11 | 2 | -0.8 |
| O=C(NCCCN1CCOCC1)c1ccccc1NS(=O)(=O)c1ccc(F)cc1 | -3 | 7 | -13 | 0 | 16 | -6 | -7 | -3 | 0.0 |
| C=C1CN(CC(=O)OC)S(=O)(=O)c2ccccc21 | 0 | -22 | 8 | 6 | 0 | 19 | 19 | -3 | 2.7 |
| CCOc1ccc(-c2nc(CSCC(=O)NCc3ccco3)c(C)o2)cc1 | -7 | 6 | 14 | 11 | 2 | 37 | 16 | -4 | -9.0 |
| COC(=O)CCCC[C@@H]1SC[C@@H](NC(=O)OC)[C@@H]1NC(=O)OC | 1 | -6 | -15 | 5 | -15 | 8 | 4 | 3 | -1.5 |
| CCOc1ccc(C(=O)NCC(=O)NCCCn2nc(C)cc2C)cc1OCC | -3 | -2 | 9 | -9 | 33 | 9 | 7 | -1 | -1.6 |

A different layout for part of the listing above:
C=C1CN(CC(=O)OC)S(=O)(=O)c2ccccc21
  UPR XBP1 act: 0
  APJ antag: -22
  TIM10 inh: 8
  CXCR6 block: 6
  Mdm2 MdmX PPI: 0
  tim10-1 inh: 19
  tim23-1 inh: 19
  APJ ag: -3
  UPR CHOP act: 2.7

CCOc1ccc(-c2nc(CSCC(=O)NCc3ccco3)c(C)o2)cc1
  UPR XBP1 act: -7
  APJ antag: 6
  TIM10 inh: 14
  CXCR6 block: 11
  Mdm2 MdmX PPI: 2
  tim10-1 inh: 37
  tim23-1 inh: 16
  APJ ag: -4
  UPR CHOP act: -9.0

Screens from PubChem BioAssay.
